NRP1-CendR mod = modulators of CendR peptide binding to NRP-1, primary screen, biochemical, fluorescence polarization, uHTS | Neuropilin-1 (Homo sapiens), O14786 | inhibition, % at 25 µM | hit rate 0.85% among 360,000 | FAM-RPARPAR peptide binding to NRP-1 | AID 602438, 2012;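 active = inhibition or corrected inhibition above about 18%, plus a signal ratio from 0.5 to 1.5, limit read from the data, passing the limit was not always enough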; note: strong numbers were not always called active
Neddylation inh = inhibitors of cullin neddylation, primary screen, biochemical, TR-FRET, uHTS, NAE and Ubc12; hit rate 0.58% among 360,000; calls only at 25 µM; NEDD8-conjugating enzyme Ubc12 (Homo sapiens) + NEDD8-activating enzyme E1 regulatory …; AID 651699, 2012; in the data active = inhibition above about 36%
E coli Lon inh = inhibitors of E. coli Lon protease, primary screen, biochemical, fluorescence polarization | P0A9M0 | purified E. coli Lon protease | inhibition, % at 7.94 µM | hit rate 0.42% among 360,000 | AID 602123, 2011; in the data active = inhibition above about 13%, passing the limit was not always enough;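 note: 0% = enzyme with probe and DMSO and 100% = no enzyme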
Target sequence (P0A9M0 whole entry, looked up): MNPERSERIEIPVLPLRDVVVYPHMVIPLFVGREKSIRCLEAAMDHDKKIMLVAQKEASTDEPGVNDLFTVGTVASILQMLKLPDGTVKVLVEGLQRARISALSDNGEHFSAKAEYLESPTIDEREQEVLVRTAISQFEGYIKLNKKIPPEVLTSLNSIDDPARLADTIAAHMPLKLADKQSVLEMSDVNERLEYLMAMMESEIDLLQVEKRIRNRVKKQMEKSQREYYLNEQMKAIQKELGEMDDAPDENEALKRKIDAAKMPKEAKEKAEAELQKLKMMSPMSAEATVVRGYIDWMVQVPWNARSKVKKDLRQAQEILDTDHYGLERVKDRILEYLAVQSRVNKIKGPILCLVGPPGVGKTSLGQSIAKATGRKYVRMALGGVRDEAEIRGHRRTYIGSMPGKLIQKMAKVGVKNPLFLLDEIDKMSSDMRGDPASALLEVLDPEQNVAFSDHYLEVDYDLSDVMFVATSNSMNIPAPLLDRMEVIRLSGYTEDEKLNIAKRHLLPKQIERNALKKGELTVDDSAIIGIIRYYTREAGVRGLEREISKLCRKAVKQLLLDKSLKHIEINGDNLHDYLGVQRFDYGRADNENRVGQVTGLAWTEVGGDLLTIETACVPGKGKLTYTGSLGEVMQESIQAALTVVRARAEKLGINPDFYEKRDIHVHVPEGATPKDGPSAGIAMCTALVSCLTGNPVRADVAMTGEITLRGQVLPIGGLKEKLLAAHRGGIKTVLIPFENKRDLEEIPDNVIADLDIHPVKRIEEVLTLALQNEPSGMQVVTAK
FAS-TE inh = FAS thioesterase domain inhibitors, primary screen, biochemical, fluorescence intensity, uHTS; Fatty acid synthase (Homo sapiens), P49327; hit rate 0.67% among 360,000; AID 602261, 2012; recombinant FAS-TE, OMFH fluorogenic substrate, fluorescence endpoint; inhibition, % at 15 µM;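 active = compounds whose normalised, plate-corrected inhibition of enzyme fluorescence in the single-dose primary screen is 50% or more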;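 note: 0% = DMSO with enzyme and 100% = substrate without enzyme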
Rin1-Abl PPI inh = inhibitors of Rin1-Abl protein binding, primary screen, biochemical, TR-FRET. hit rate 0.4% among 360,000. Tyrosine-protein kinase ABL1 (Homo sapiens) + Ras and Rab interactor 1 (Homo sapiens), …. inhibition, % at 7.35 µM. AID 588664, 2011; in the data active = inhibition above about 5%, passing the limit was not always enough
MT1-MMP act inh = blockers of MT1-MMP proenzyme processing, primary screen, HT1080 RFP-PRO-GFP cells, GFP/RFP fluorescence; GFP/RFP ratio fluorescence, overnight; percent of plate control window, DMSO zero; GFP/RFP ratio change, % at 20 µM; hit rate 0.061% among 360,000; AID 651647, 2012;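 active = GFP/RFP ratio change of at least 30% with cell ATP level not reduced by more than half and red fluorescence within 50% of control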; note: strong numbers were not always called active
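Test system: HT1080 RFP-PRO-GFP cells; Benchmarks: DMSO and RFP-L50D-GFP cell wells; Timing: cells overnight before dosing, compound overnight, 37 °C, 5% CO2; Compound: one 20 µM compound dose with 1% DMSO; Read-out: GFP/RFP fluorescence ratio.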
MsrA act = bovine MsrA enzyme activators, primary screen, biochemical, absorbance, HTS; Methionine sulfoxide reductase A (Bos taurus); purified bovine MsrA, absorbance read-out; activation, % at 10.6 µM; hit rate 0.3% among 360,000; in the data active = activation above about 7.5%;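 note: 0% = vehicle and 100% = reference activator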
SKN-1 inh = suppressors of acrylamide-induced Pgst-4::GFP reporter in worms, primary screen, SKN-1 inhibitor project, whole organism, uHTS, GFP/RFP fluorescence ratio, strain VP596. C. elegans VP596 Pgst-4::GFP/RFP ratio, 24 h. inhibition, % at 21.8 µM. hit rate 0.49% among 360,000. AID 624304, 2012;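 active = interference check ratio from 0.5 to 1.5 plus GFP to RFP signal ratio inhibition reaching or exceeding a fixed threshold, cut at about 30% in these data, passing the limit was not always enough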; note: some compounds called inactive have numbers as strong as hits
MsrA inhibitor = bovine MsrA enzyme inhibitors, primary screen, biochemical, absorbance, HTS; Methionine sulfoxide reductase A (Bos taurus); purified bovine MsrA, absorbance read-out; inhibition, % at 15.5 µM; hit rate 0.75% among 360,000; AID 651718, 2012; in the data active = inhibition above about 4.5%;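 note: 0% = vehicle wells with enzyme and 100% = reference inhibitor wells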
Numbers without * were called inactive; i = inactive; . = no result given. Random draw from the library; overall some 4.2% were active at least once.

SMILES	NRP1-CendR mod	Neddylation inh	E coli Lon inh	FAS-TE inh	Rin1-Abl PPI inh	MT1-MMP act inh	MsrA act	SKN-1 inh	MsrA inhibitor
CNC(=O)c1sc(Nc2cc(C)ccc2C)nc1C	2	i	-4	4	5	-4	-7	-2	0.3
COc1ccc(/C=N/NC(=O)c2cccnc2)cc1	-7	i	-3	-2	-2	5	-4	15	1.2
COc1ccc(NC(=O)Cn2nnc(C(=O)NCc3ccc4c(c3)OCO4)c2N)cc1	-15	i	-4	-7	3	2	-8	-5	-0.7
N#C/C(=C(\O)CCl)c1nnc2n1CCCCC2	2	i	-3	-8	-2	4	-2	-6	-0.9
CCN(CC)CCn1c(=O)n(-c2ccc(Cl)cc2)c(=O)c2c3c(sc21)CN(C)CC3	11	i	-25	-9	-2	-9	-3	-2	-0.4
O=C(CCC(=O)c1ccc(Br)cc1)Nc1cccc(C(F)(F)F)c1	3	i	-1	27	1	0	1	-8	2.8
Nc1c(S(=O)(=O)c2ccccc2)c2nc3ccccc3nc2n1/N=C/c1cccc(O)c1	-4	.	-1	25	-6	-2	-3	32	0.5
O=C(C1CCCCC1)N(CCN1CCCC1)c1nc2ccccc2s1	-2	i	-11	-4	-6	-1	0	8	1.6
O=C(O)CCCN=CC1=C(O)CNC1=O	9	i	-2	-5	1	1	-5	9	-0.6
N/C(=N\O)c1cccc(CS(=O)(=O)c2ccccn2)c1	10	i	5	-7	0	1	-4	-5	-1.7
COc1cccc(NC(=O)CN2C(=O)CSc3nc(C)cc(C)c32)c1	-6	i	2	-1	2	2	-1	-3	-0.9
Cc1ccc2nc(NC(=O)CSc3nc(=O)n(CCN(C)C)c4c3CCCC4)sc2c1	-6	i	-15	-9	2	0	1	-6	0.1

Structures shown so far that have a carbonyl joined to an NH by a bond outside any ring (six):
SMILES	NRP1-CendR mod	Neddylation inh	E coli Lon inh	FAS-TE inh	Rin1-Abl PPI inh	MT1-MMP act inh	MsrA act	SKN-1 inh	MsrA inhibitor
CNC(=O)c1sc(Nc2cc(C)ccc2C)nc1C	2	i	-4	4	5	-4	-7	-2	0.3
COc1ccc(/C=N/NC(=O)c2cccnc2)cc1	-7	i	-3	-2	-2	5	-4	15	1.2
COc1ccc(NC(=O)Cn2nnc(C(=O)NCc3ccc4c(c3)OCO4)c2N)cc1	-15	i	-4	-7	3	2	-8	-5	-0.7
O=C(CCC(=O)c1ccc(Br)cc1)Nc1cccc(C(F)(F)F)c1	3	i	-1	27	1	0	1	-8	2.8
COc1cccc(NC(=O)CN2C(=O)CSc3nc(C)cc(C)c32)c1	-6	i	2	-1	2	2	-1	-3	-0.9
Cc1ccc2nc(NC(=O)CSc3nc(=O)n(CCN(C)C)c4c3CCCC4)sc2c1	-6	i	-15	-9	2	0	1	-6	0.1

Additional records:
SMILES	NRP1-CendR mod	Neddylation inh	E coli Lon inh	FAS-TE inh	Rin1-Abl PPI inh	MT1-MMP act inh	MsrA act	SKN-1 inh	MsrA inhibitor
CCOc1cc(C(=S)N2CCOCC2)ccc1O	1	i	-3	-4	-1	-1	-2	0	0.5
COc1cccc(CN2CCC2(C)C(=O)Nc2cccc(NS(C)(=O)=O)c2)c1OC (configuration not stated)	4	i	-11	-4	-6	-4	-1	9	-1.0
Cc1ccc(CSc2nnc(-c3ccncc3)n2N)cc1	3	i	4	-6	-2	4	-3	6	-0.9
COc1ccc(CCN2CC(C(=O)NCCc3cccc(F)c3)CCC2=O)cc1 (configuration not stated)	11	i	1	-7	2	3	-4	6	-0.1
O=C1N(c2ccccc2C(F)(F)F)O[C@@]1(c1ccccc1)C1CCCC1	2	i	2	13	1	3	-7	-16	0.6
CC1=C/C(=C(\c2cc(C)c(O)c(Br)c2)c2ccccc2S(=O)(=O)O)C=C(Br)C1=O	46*	i	-3	3	0	60	-3	30	0.7
Cc1ccc2cc(CN(CC3CCCO3)C(=O)c3cccs3)c(=O)[nH]c2c1 (configuration not stated)	-2	i	-6	-7	1	2	-2	15	1.9
Cn1nnnc1NCc1cccc(Cl)c1	4	i	-10	-2	2	5	-3	-14	-0.1
COC1(OC)C(/C=C/c2ccc(Cl)cc2)C(C#N)(C#N)C1(OC)OC (configuration not stated)	-5	i	-8	22	0	-16	7	-8	0.5
CSc1sc(C)cc1C=O	7	i	-6	-3	-1	-2	-5	0	1.3
COc1ccccc1N1CCN(C(=O)c2cc3cc(C)ccc3[nH]2)CC1	8	i	-11	-3	0	-2	-4	15	-0.3
COc1ccc(N2CC(O)=C(c3nc(-c4ccccc4)cs3)C2=N)cc1	13	i	0	-3	1	1	1	10	-0.6
Cc1cccc(NC(=O)C2CC(=O)N(Cc3ccccc3)C2)n1 (configuration not stated)	-6	i	-4	-6	0	-1	-7	8	-1.0
Cn1ncc(Cl)c1C(=O)Nc1nc2ccc(Cl)cc2s1	2	i	-5	-5	-1	0	-4	13	2.0
O=C(Oc1ccccc1N1C(=O)C2CCCCC2C1=O)c1ccc(Cl)cc1 (configuration not stated)	1	i	-10	2	-4	-1	-8	-25	2.3
CC(c1ccccc1)N1CC(C(=O)O)CC1=O (configuration not stated)	-2	i	-5	4	-4	-8	-2	-4	-1.2
COc1cccc(N2C(=O)N(c3ccccc3Cl)C3CS(=O)(=O)CC32)c1 (configuration not stated)	7	i	-1	-4	-2	1	4	7	0.5
Cc1ccc(S(=O)(=O)N2CCCCC2)cc1NC(=O)CCc1nc2ccccc2c(=O)[nH]1	-49	i	-21	-3	-3	-7	-1	18	2.8
O=C(c1ccccc1F)N1CCN(CC2CC3C=CC2C3)CC1 (configuration not stated)	3	i	-2	-4	-1	-1	1	2	0.0
O=C(NCCc1ccccc1)c1cc(S(=O)(=O)N2CCCCC2)c[nH]1	-5	i	-1	-2	0	6	-7	-2	0.9
S=C(N/N=C/c1cccs1)NC1CC2CCC1C2 (configuration not stated)	12	i	14	25	-3	2	-2	14	1.8
CCN(CC)CCNCC(=O)N1c2ccccc2CCc2ccc(NC(=O)OC)cc21	7	i	-10	-9	-1	4	-8	-4	0.2
CCOc1ccc2nc(N(CCN(C)C)C(=O)c3cc4ccccc4cc3OC)sc2c1	4	i	8	13	17*	-4	0	38*	.
O=C(NC1(C(F)(F)F)C(=O)Nc2c1c(=O)[nH]c(=O)n2Cc1ccccc1)c1ccco1 (configuration not stated)	-13	i	-4	-10	1	6	-2	-4	1.5
O=C(C1CC1)N1CCc2cc(S(=O)(=O)N(CCO)Cc3ccccc3)ccc21	-5	i	6	-5	-2	6	-2	-9	0.2
COc1cccc(-c2cc(C(=O)NC3CC3)c3ccccc3n2)c1	0	i	-15	1	0	-4	-4	10	2.2
COc1cccc(CNC(=O)Cn2ccc3cc(S(=O)(=O)N4CCCC4)ccc32)c1OC	-1	i	6	-2	0	2	-7	-6	-0.5
CC(C)(C)NC(=O)[C@@H]1CN(Cc2cccnc2)CCN1C[C@@H](O)C[C@@H](Cc1ccccc1)C(=O)N[C@H]1c2ccccc2C[C@H]1O	3	i	-1	-5	4	.	-9	-10	-0.3
CCOC(=O)C1C(=O)NC(N2CCN(Cc3ccccc3)CC2)=NC1c1ccco1 (configuration not stated)	-14	i	-1	-10	-4	-7	-11	-31	0.1
O=C(N1CCN(c2ccccn2)CC1)N1c2ccccc2Sc2ccccc21	-10	i	8	32	1	-4	0	3	-0.3
CC(C)N(C)c1ncnc2c1ncn2[C@H]1CN(Cc2ccc(-c3ccccc3)cc2)C[C@@H](CO)O1	-4	i	-5	1	6	-5	1	-2	-1.8
Cc1cc(C)cc(NC(=O)CN2CCN(CCN=CC3=C(O)CC(C)(C)CC3=O)CC2)c1	10	i	3	-11	2	4	1	-1	0.1
CCC(C)N(C(=O)CSc1ccc(NC(C)=O)cc1)C1CCS(=O)(=O)C1 (configuration not stated)	1	i	-1	-5	2	0	-5	7	1.8
Cc1c(C(=O)N2CCN(C3CCS(=O)(=O)C3)CC2)oc2c(F)cccc12 (configuration not stated)	-14	i	-1	-7	2	1	0	13	0.5
CCCCN(CCCC)CCCNC(=O)c1ccc2nc(-c3ccccc3NC(C)=O)c(=O)[nH]c2c1	-130	i	0	-4	-1	-2	-3	-6	2.9
O=C(O)c1ccc2c(c1)C(=O)N(C(Cc1ccccc1)C(=O)O)C2=O (configuration not stated)	9	i	-6	-9	1	4	-2	1	0.2
Cn1c(=O)c2c(nc(CN3CCCCC3)n2Cc2c(F)cccc2Cl)n(C)c1=O	-3	i	-2	6	4	-4	-4	-1	-0.9
Cc1ccc2c(c1)sc1nc(=O)n(-c3cccc(Cl)c3)c(=O)n12	-3	i	1	-2	-3	4	-2	8	-0.5
CCN(CC)CCCNc1oc(/C=C/c2ccccc2)nc1C#N	11	.	0	-4	-4	1	1	10	1.3
O=C(O)c1ccc(/C=C2/SC(=S)N(Cc3ccccc3)C2=O)cc1	-8	i	3	21	-2	2	-3	27	0.9
CCOC(=O)c1c(C)c(C)n(Cc2cccc(OC)c2OC)c1C	-14	i	-5	5	-4	-1	-2	10	-0.6
CCOC(=O)CN(C(=O)CSc1nnc(C)n1-c1ccccc1)c1ccccc1	12	i	-2	-6	5	-1	-4	-6	-0.2
CCS(=O)(=O)N1CCN(C(=O)c2cccs2)CC1	3	i	3	-6	1	-4	0	17	-1.1
Nc1nc(Cl)cc(N2CCCC2)n1	-9	i	-11	-5	-2	-3	0	-2	0.7
COc1ccccc1NC(=O)CCNC(=O)C1CCN(S(=O)(=O)c2ccccc2)CC1	1	i	-9	-1	-2	-1	1	-10	-0.1
CN(C)c1ccc(/C=N/n2cnn(Cc3ccccc3Cl)c2=S)cc1	13	i	3	13	-2	-3	-17	5	3.8

3 successive compounds already listed:
SMILES	NRP1-CendR mod	Neddylation inh	E coli Lon inh	FAS-TE inh	Rin1-Abl PPI inh	MT1-MMP act inh	MsrA act	SKN-1 inh	MsrA inhibitor
Nc1nc(Cl)cc(N2CCCC2)n1	-9	i	-11	-5	-2	-3	0	-2	0.7
COc1ccccc1NC(=O)CCNC(=O)C1CCN(S(=O)(=O)c2ccccc2)CC1	1	i	-9	-1	-2	-1	1	-10	-0.1
CN(C)c1ccc(/C=N/n2cnn(Cc3ccccc3Cl)c2=S)cc1	13	i	3	13	-2	-3	-17	5	3.8

With a hit mark in NRP1-CendR mod (from the list above):
| compound | NRP1-CendR mod | Neddylation inh | E coli Lon inh | Rin1-Abl PPI inh | MT1-MMP act inh | MsrA act | SKN-1 inh | MsrA inhibitor |
| --- | --- | --- | --- | --- | --- | --- | --- | --- |
| CC1=C/C(=C(\c2cc(C)c(O)c(Br)c2)c2ccccc2S(=O)(=O)O)C=C(Br)C1=O | 46* | i | -3 | 0 | 60 | -3 | 30 | 0.7 |

Screens as filed in PubChem.
